Compound activity from PubChem.
GDH-TPI counter = GDH-TPI coupling enzyme inhibitors, primary screen, artefact control for M. tuberculosis FBA inhibitor project, biochemical, absorbance, full deck; GDH-TPI coupled enzyme counterscreen, NADH absorbance; inhibition, % at 4.8 µM; 360,000 compounds, 1.2% hits; in the data active means inhibition above about 30%;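 further: 0% = DMSO wells and 100% = wells lacking the enzyme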
PfHsp40 rescue = rescue of yeast from PfHsp40 toxicity, primary screen, S. cerevisiae, ATP luminescence; S. cerevisiae expressing PfHsp40, growth rescue; growth rescue, % at 12.5 µM; 340,000 compounds, 0.68% hits; in the data active means growth rescue above about 28%, passing the limit was not always enough; inconclusive means no clear call, values can overlap the other calls;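 further: yeast W303a lacking pdr1 and pdr3 grown in galactose medium; growth measured after three days at 30 °C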
FadD28 binding = inhibitors of FadD28 bisubstrate probe binding, primary screen, biochemical, fluorescence polarization, single point. Mycobacterium tuberculosis FadD28 fatty-acid-AMP ligase. inhibition, % at 12.5 µM. 360,000 compounds, 0.22% hits. AID 588549, 2011; in the data active means inhibition above about 8.5%, passing the limit was not always enough; inconclusive means no clear call, values can overlap the other calls
FBA Mtb inh = Mtb FBA enzyme inhibitors, primary screen, biochemical, fluorescence, strain H37Rv | Fructose-bisphosphate aldolase (Mycobacterium tuberculosis (strain ATCC 25618 / H37Rv)), … | purified M. tuberculosis FBA, fluorescence read-out | inhibition, % at 1 µM | 360,000 compounds, 2.3% hits | AID 588726, 2011; in the data active means inhibition above about 27%;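 further: 0% = vehicle and 100% = reference inhibitor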
Target sequence (P9WQA3 whole entry, looked up): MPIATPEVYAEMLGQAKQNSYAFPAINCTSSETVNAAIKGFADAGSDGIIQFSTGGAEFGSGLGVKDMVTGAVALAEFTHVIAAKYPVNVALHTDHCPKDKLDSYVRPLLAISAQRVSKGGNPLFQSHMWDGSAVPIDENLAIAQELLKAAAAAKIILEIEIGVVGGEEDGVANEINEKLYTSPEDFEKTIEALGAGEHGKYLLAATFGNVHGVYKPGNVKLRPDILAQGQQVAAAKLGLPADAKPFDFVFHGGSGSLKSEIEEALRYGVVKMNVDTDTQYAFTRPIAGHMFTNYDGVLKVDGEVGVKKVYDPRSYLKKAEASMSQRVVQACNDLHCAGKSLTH
BoNT F protease = BoNT/F light chain protease inhibitors, primary screen, biochemical, flow cytometry, MLPCN library; Botulinum neurotoxin type F light chain protease (Clostridium botulinum); Multiplex microsphere protease cleavage assay; 360,000 compounds, 0.22% hits; AID 588497, 2011; inhibition, % at 10 µM; in the data active means inhibition above about 35%, passing the limit was not always enough; inconclusive means no clear call, values can overlap the other calls; further: plate controls were buffer without enzyme for full effect and enzyme alone for no effect
BoNT-A LC inh2 = BoNT/A light chain protease inhibitors, primary screen, biochemical, flow cytometry, MLPCN library | 360,000 compounds, 0.17% hits | inhibition, % at 10 µM | AID 588499, 2011 | Botulinum neurotoxin type A light chain protease (Clostridium botulinum A str. ATCC 3502) | multiplex microsphere protease substrate cleavage; further: plate controls were buffer without enzyme for full effect and enzyme alone for no effect
Anthrax LF prot = Bacillus anthracis LF protease inhibitors, primary screen, biochemical, multiplex microsphere, MLPCN library; Lethal factor (Bacillus anthracis), P15917; multiplex microsphere protease cleavage assay; inhibition, % at 10 µM; 360,000 compounds, 0.12% hits; AID 588501, 2011; further: plate controls were buffer without enzyme for full effect and enzyme alone for no effect
Mtb BioA inh = M. tuberculosis BioA enzyme inhibitors, primary screen, biochemical, plate reader, single point, HTS; 7,8-diaminopelargonic acid synthase BioA (Mycobacterium tuberculosis); AID 602481, 2012; purified M. tuberculosis BioA enzyme; 360,000 compounds, 0.096% hits; inhibition, % at 9.99 µM; in the data active means inhibition above about 40%; inconclusive means no clear call, values can overlap the other calls
UGM FP inh = M. tuberculosis UGM enzyme inhibitors, primary screen, biochemical, fluorescence polarization, single point | purified UGM, fluorescence polarization probe displacement | inhibition, % at 10 µM | 320,000 compounds, 0.06% hits | AID 504406, 2011; in the data active means inhibition above about 10%, passing the limit was not always enough; inconclusive means no clear call, values can overlap the other calls
Target sequence (P9WIQ1 whole entry, looked up): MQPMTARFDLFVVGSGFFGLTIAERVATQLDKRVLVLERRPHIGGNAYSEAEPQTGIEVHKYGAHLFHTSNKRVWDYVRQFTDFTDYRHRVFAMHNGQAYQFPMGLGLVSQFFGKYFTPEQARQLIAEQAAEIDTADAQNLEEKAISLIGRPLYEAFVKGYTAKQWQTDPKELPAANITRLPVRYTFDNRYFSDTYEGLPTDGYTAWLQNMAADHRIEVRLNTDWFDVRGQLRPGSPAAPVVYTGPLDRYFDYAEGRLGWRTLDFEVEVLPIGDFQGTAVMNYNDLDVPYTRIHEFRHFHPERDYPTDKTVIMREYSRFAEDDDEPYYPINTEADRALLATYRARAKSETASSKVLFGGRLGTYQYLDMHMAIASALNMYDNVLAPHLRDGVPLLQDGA
Active calls of the source: *; ? = inconclusive; . = no result given; & = joins results of further samples. Unless noted, no stated cut-off is given here; in the data, active means inhibition above about 30%; inconclusive means no clear call, values can overlap the other calls; inactive means below that. The order is random; overall some 4.7% were active at least once.

A first look:
SMILES	GDH-TPI counter	PfHsp40 rescue	FadD28 binding	FBA Mtb inh	BoNT F protease	BoNT-A LC inh2	Anthrax LF prot	Mtb BioA inh	UGM FP inh
Cc1ccc(NS(=O)(=O)c2c(C)[nH]c(=O)[nH]c2=O)cc1F	5	0.2	-2.4	-1	3	-0.8	-1	-1.5	-0.2
CCN1CCN(C(=O)C(C)N(c2ccc(C)cc2)S(C)(=O)=O)CC1 (stereo unspecified)	6	0.8	0.5	2	-8	-0.7	-3	-0.8	-1.0
CC(=O)Nc1cncc(-c2cnn(CC(C)C)c2)n1	25	.	-1.8	61*	-1	-0.2	-2	1.7	.

All compounds of this part (from the top)
SMILES	GDH-TPI counter	PfHsp40 rescue	FadD28 binding	FBA Mtb inh	BoNT F protease	BoNT-A LC inh2	Anthrax LF prot	Mtb BioA inh	UGM FP inh
Cc1ccc(NS(=O)(=O)c2c(C)[nH]c(=O)[nH]c2=O)cc1F	5	0.2	-2.4	-1	3	-0.8	-1	-1.5	-0.2
CCN1CCN(C(=O)C(C)N(c2ccc(C)cc2)S(C)(=O)=O)CC1 (stereo unspecified)	6	0.8	0.5	2	-8	-0.7	-3	-0.8	-1.0
CC(=O)Nc1cncc(-c2cnn(CC(C)C)c2)n1	25	.	-1.8	61*	-1	-0.2	-2	1.7	.
Cc1[nH]nc2c1C(=O)CC(C)(C)C2	6	-0.2	-2.4	4	5	0.9	-2	-0.6	-1.5
CCn1c2ccccc2c2cc(/C=N/n3c(C)nnc3C)ccc21	26	0.0	-2.4	40*	-4	-0.3	-8	2.7	-0.2
O=C(Nc1ccccc1)N(CCc1ccncc1)C1CCCCC1	0	0.5	-0.3	0	-7	-1.7	-7	0.7	1.6
COc1cccc(C(=O)NCc2ccccc2OC)c1	6	0.2	?	-1	1	-1.0	0	-0.4	-1.4
COc1cc(/C=N/NC(=O)CCC(=O)NCc2ccccc2)cc(OC)c1OC	10	-0.5	-3.5	0	-1	-0.2	-2	-1.0	0.1
Cc1cccn2c(CNCCSc3nccn3C)c(C(=O)N3CCCCC3)nc12	2	0.7	0.0	-2	-5	-0.6	-14	0.0	-0.3
Cc1ccc(S(=O)(=O)N2CCC(C(=O)OCc3ccccc3)CC2)cc1C	8	0.4	-1.1	5	1	0.6	-3	-0.9	1.2
CN1C(=O)NC(=O)C(N=Nc2ccc(Cl)cc2)C1=O (stereo unspecified)	20	0.2	-2.8	-5	-1	-0.3	-2	0.4	.
CCc1ccc(NC(=O)Cn2nc(C)n3cccc3c2=O)cc1	2	0.9	-1.4	2	2	0.6	0	-1.1	0.5
CCOC(=O)CNC(=O)Cn1cnc2c(nnn2-c2ccc(C)cc2)c1=O	-4	-0.1	-1.0	0	10	9.9	-12	.	0.5
Cc1ccc(C)c(S(=O)(=O)N2CCCC2CNC(=O)C(=O)NC2CCCCCC2)c1 (stereo unspecified)	-2	0.0	-1.7	1	.	.	.	-1.5	1.0
CCc1ccccc1NC(=O)Cn1nnc(C(=O)NCc2cccs2)c1N	-4	-0.3	-2.4	-4	-2	0.0	-2	.	0.9
COC(=O)c1ccc(CSc2nnc(Nc3ccc(OC)cc3)s2)o1	14	1.3	1.1	-1	-3	-0.2	2	-1.9	3.9
COc1cc(NC(=S)NCCSc2ccc(C)cc2)cc(OC)c1	2	7.2	-5.4	3	0	0.1	1	.	1.7
CCOc1ccc(-n2cnc3scc(-c4ccc(OC)c(OC)c4)c3c2=O)cc1	-4	1.9	-1.4	28*	5	-0.5	-4	.	2.1
COc1ccccc1C(=O)N/C(=C\c1cn(C)c2ccccc12)C(=O)NCCCN1CCOCC1	36*	-1.5	-3.2	-2	0	-0.2	-1	2.3	0.9
N#Cc1ccccc1COC(=O)c1ccc(Br)o1	-11	-0.1	-6.0	-3	-1	1.3	-1	6.1	2.6
CC1(C(=O)NS(=O)(=O)c2ccc(C#N)cc2)CCN1C(=O)c1ccccc1CCc1ccccc1 (stereo unspecified)	0	.	-2.8	-2	-1	-0.3	-1	-0.5	.
O=C(c1ccc(COc2ccccc2Cl)o1)N1CCN(Cc2ccc3c(c2)OCO3)CC1	7&-2	-0.9&0.0	-0.3&0.2	-1&2	-6&-5	-0.3&0.0	-1&-2	0.7	-7.4&-0.7
CC1=NN(C(=O)c2ccc(Br)cc2)C(O)(C(F)(F)OC(F)(F)F)C1 (stereo unspecified)	-10	-0.6	-3.9	-16	8	0.6	-4	-0.4	-2.4
Cc1ccc(S(=O)(=O)N2CCCCC2)cc1NC(=O)Cn1cnnn1	-14	-0.5	-2.7	0	-5	-0.5	2	-2.2	-2.5
Cc1ccc(NCc2nnc(SCC(=O)N3CCc4ccccc43)n2C)cc1	10	0.3	0.4	-1	7	0.5	-3	47*	-0.5
COCCCNCCCOc1ccc(C)cc1Br	-2	0.1	-4.1	-4	6	0.7	1	-0.1	-0.5
Cc1c(NC(=O)c2cc(-c3ccc(Cl)c(Cl)c3)on2)c(=O)n(-c2ccccc2)n1C	-4	-1.9	0.4	0	10	-0.3	4	-2.7	-1.4
Cc1ccc(NS(=O)(=O)c2ccc(-c3cnc(C4CC4)o3)cc2)c(C)c1	3	-1.0	-1.7	2	2	-0.8	-2	-1.8	0.6
CCOCC(O)CSCc1ccc(Cl)cc1 (stereo unspecified)	4	-0.7	-1.1	5	9	1.1	-7	-1.4	0.8
CCCS(=O)(=O)NC(=O)C1(C)CCCN(C(=O)c2ccc3snnc3c2)C1 (stereo unspecified)	-10	.	-0.7	0	-3	-0.3	-4	2.1	.
O=C(NCc1cccnc1)c1cc(C2CCCCN2S(=O)(=O)Cc2ccccc2)on1 (stereo unspecified)	15	.	-2.4	4	-2	0.1	-3	20	.
CC(C)c1cccc(-c2csc(C(O)c3cccc(Cl)c3)n2)c1 (stereo unspecified)	10	.	-1.7	-4	4	-0.1	6	-1.4	.
Cc1cnc(NC(=O)CSc2nnc(Cc3ccccc3)n2C)s1	-6	0.4	-1.7	-2	-5	-4.4	-1	.	0.6
C=CCOc1ccc(CN(C)C(=O)c2ccc(CNS(=O)(=O)c3ccc(C)c(C)c3)cc2)cc1	-11	2.2	.	-4	0	-0.8	-3	-2.0	-0.9
Cn1cccc1Cc1nnc(SCC(=O)NCc2ccc3c(c2)OCO3)n1CCc1ccccc1	10	1.5	-1.6	-1	5	-0.3	-2	0.3	-1.7
CCOC(=O)Cc1ccc(NC(=O)c2ccccc2Br)cc1	3	0.9	-0.8	-1	3	-0.5	2	0.6	0.4
CCC(=O)N1CCN(c2ccc(Cl)cc2NC(=O)c2ccc([N+](=O)[O-])o2)CC1	7	46*	0.6	1	3	1.2	4	0.6	3.5
CC(/C=N/n1c(C2CCCCC2)n[nH]c1=S)=C\c1ccccc1	5	-0.1	-1.2	1	1	-0.2	6	-0.7	0.7
c1ccc(CCc2cc3ccccc3[nH]2)cc1	4	1.5	1.3	3	-4	2.9	-1	-1.5	0.3
Cc1ccc(NS(=O)(=O)c2cc(OCC(N)=O)c(C)cc2Cl)cc1C	6	0.3	-1.8	-2	5	0.9	0	-1.3	4.8
CN1CCCN(S(=O)(=O)c2ccc3ccccc3c2)CC1	7	-0.8	-1.1	0	-28	-2.6	-2	-4.5	-1.8
CC(Oc1ccccc1)C(=O)Nc1ccccc1O (stereo unspecified)	-5	-0.8	-1.6	-1	1	-0.2	0	0.9	-0.1
Cc1cc(S(=O)(=O)NCCC2=CCCCC2)ccc1Br	4	-0.7	-3.6	2	?	?	?	-0.4	3.5
O=C(O)c1ccccc1SC1CC(=O)N(C2CCCCC2)C1=O (stereo unspecified)	2	-0.5	-3.8	-2	1	0.2	-9	-0.2	0.5
COc1ccc(/C(N)=N/OC(=O)c2cccc([N+](=O)[O-])c2C)cc1	0	2.2	-1.0	2	-6	-0.7	-4	.	0.2
COC(=O)C1=C(c2ccc(F)cc2OCc2ccccc2)C[C@@H]2CC[C@H]1N2C(=O)NCc1ccc(OC)c(OC)c1	3	3.4	-2.8	1	15	-0.5	-2	0.3	-1.6
Cc1noc(C)c1COC(=O)c1cc2ccccc2cc1O	10	2.3	0.0	0	9	2.3	-5	-2.0	-1.4
Cc1[nH]c(=O)[nH]c(=O)c1S(=O)(=O)Nc1ccc(S(N)(=O)=O)cc1	1	-0.2	-1.5	4	?	2.7	2	0.1	4.3
CCOC(=O)CCCNC(=O)CCNC(=O)c1ccc(OC(C)C)cc1	3	-1.0	-1.6	3	-7	-1.2	-2	-1.0	0.0
CN1CCN(C(=O)c2ccc(CNS(=O)(=O)c3ccc(F)c(Cl)c3)cc2)CC1	-2	0.1	.	1	2	-2.7	-2	0.6	-2.2
Cc1cc(NC(=O)COn2nnc3ccc(Cl)cc32)no1	-3	-1.0	-0.2	-2	6	-1.1	-5	-1.1	2.0
CC(C)(CO)NCc1cc(Br)ccc1OCc1ccccc1	3	-0.2	-0.9	1	3	-0.2	-2	-1.6	0.9
Cn1c(CNc2ccccn2)c(C#N)c2ccccc21	2	1.1	-1.2	1	-15	-3.2	1	-0.1	-2.2
C[C@@H]1CN([C@@H](C)CO)S(=O)(=O)c2ccc(-c3ccc(C#N)cc3)cc2O[C@@H]1CN(C)Cc1ccccn1	-10	.	-6.7	0	6	0.1	-1	0.1&-0.4&-2.9	.
O=C(COC(=O)Cc1c(F)cccc1Cl)NNC(=O)c1ccccc1	8	0.2	0.6	-1	0	0.1	-6	-1.8	-1.1
O=C(Nc1cccc(S(=O)(=O)N2CCCCCC2)c1)C1CCN(C(=O)c2ccc(F)cc2)CC1	7	-0.6	-2.8	-4	.	.	.	.	0.8
NC(=O)C1CCN(CCC(=O)Nc2ccc(Br)cc2)CC1	-2	0.7	-0.6	-1	-1	0.2	-3	0.7	0.1
CC(=O)NNc1ncnc2ccccc12	13	9.9	-0.6	2	0	-0.6	-3	1.4	0.3
COc1cccc(-c2csc(NC(=O)Nc3ccccc3)n2)c1	-3	1.9	-0.6	0	-39	-1.6	-5	-2.8	0.5
CCOc1ccc(/C=C/C(=O)c2c(O)c3ccccc3oc2=O)cc1	0	0.8	-3.5	6	-2	0.2	6	.	3.1

Other entries.
SMILES	GDH-TPI counter	PfHsp40 rescue	FadD28 binding	FBA Mtb inh	BoNT F protease	BoNT-A LC inh2	Anthrax LF prot	Mtb BioA inh	UGM FP inh
CC(C)n1nc(C(=O)NCCc2ccc(S(N)(=O)=O)cc2)c2ccccc2c1=O	18	-0.4	-2.9	6	-11	-0.8	-6	2.3	1.2
COc1ccc(NC(=O)Cn2nnc(C(=O)NCc3ccco3)c2N)cc1	8	0.4	-1.2	1	-7	0.6	-3	0.3	-2.3
COC(=O)c1cccc(NC(=O)/C(=C\c2ccco2)NC(=O)c2ccco2)c1	25	.	-3.8	-5	0	0.1	-4	0.0	.
COc1ccc(CSCCc2n[nH]c(=S)n2-c2ccccc2)cc1	0	0.8	-2.0	0	-7	-1.2	-7	.	1.4
O=C(/C=C/c1c(F)cccc1Cl)N1CCc2ccccc2C1	18	3.7	-1.3	-2	0	0.4	5	8.9	0.6
CC(=O)c1ccc(N(CC(=O)NC2CCCC2)C(=O)c2ccc(C)s2)cc1	-3	0.6	-2.6	1	-21	-3.1	6	.	1.9
Cc1ccccc1-n1c(=O)cc(N2CCC3(CC2)OCCO3)[nH]c1=O	7	-0.8	0.9	5	-7	-0.3	-1	-2.9	-0.1
